Assay outcomes deposited in PubChem by The Scripps Research Institute Molecular Screening Center.
CHO parental Ca: ATP-evoked calcium signal inhibitors, parental CHO, primary screen, counter-screen for OX1R antagonist project, cell-based, fluorescence, Fluo-8 calcium dye. parental CHO-K1, ATP-induced calcium, Fluo-8 fluorescence. hit rate 0.63% among 330,000. inhibition, % at 5.6 µM;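 active means inhibition above that plate's mean sample inhibition plus 3 SD, cut at about 26% in these data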;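 further: 0% = ATP-challenged DMSO wells and 100% = DMSO wells without ATP; some compounds past the cut are filed as inactive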
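Test system: untransfected parental CHO cell line. Compound: one dose, 5.6 µM nominal. Detection: intracellular calcium via Fluo-8 no-wash fluorescent dye. Measure: % inhibition. Benchmarks: ATP-challenged DMSO wells low, unchallenged DMSO wells high.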
OXTR potentiate: human OXTR potentiators, primary screen, fluorescence, CHO-OTR cells, Fluo-8 calcium; Oxytocin receptor (Homo sapiens), P30559; Fluo-8 calcium fluorescence, potentiator mode; 0% = oxytocin EC15, 100% = EC100; activation, % at 3 µM; hit rate 0.061% among 320,000; AID 2445, 2010;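 active means activation above that plate's cutoff, the mean activation of tested compounds plus 3 SD, cut at about 6.6% in these data, passing the limit was not always enough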;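 further: 100% uses oxytocin at 75 nM as the full agonist control; some results filed as inactive read as strong as hits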
Target sequence (P30559 whole entry, looked up): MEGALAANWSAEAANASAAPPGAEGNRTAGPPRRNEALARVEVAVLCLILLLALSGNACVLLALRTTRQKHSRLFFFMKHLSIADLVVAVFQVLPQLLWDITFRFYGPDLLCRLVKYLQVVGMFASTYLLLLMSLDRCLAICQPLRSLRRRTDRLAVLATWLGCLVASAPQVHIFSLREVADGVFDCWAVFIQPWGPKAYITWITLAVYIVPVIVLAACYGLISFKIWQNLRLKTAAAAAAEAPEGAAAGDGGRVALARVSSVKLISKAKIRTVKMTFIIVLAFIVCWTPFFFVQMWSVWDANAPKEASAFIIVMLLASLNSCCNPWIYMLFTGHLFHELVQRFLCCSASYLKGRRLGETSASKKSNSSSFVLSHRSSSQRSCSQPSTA
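assay system = CHO-OTR cells, human receptor | schedule = compound 6 min at room temperature before oxytocin, 100 s read | detection = Fluo-8 intracellular calcium fluorescence, ex 470-495, em 515-575 nm | evaluation = normalized max/min fluorescence ratio, % activation | control set = EC15 oxytocin alone as 0%, 75 nM oxytocin (EC100) as 100%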
M1 ag parental: counter-screen for M1 agonists: effect in parental CHO-K1 cells; Fluo-8 calcium fluorescence; scaled to maximal ATP response, vehicle zero; activation, % at 3 µM; hit rate 0.48% among 360,000; in the data active means activation above about 15%;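 further: untransfected CHO-K1 host cells lacking M1 receptor as counterscreen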
V1aR counter: agonists of human V1a receptor, primary screen, counter-screen for OXTR agonist project, fluorescence, CHO-V1R cells; activation, % at 3 µM; Fluo-8 calcium fluorescence, agonist mode; 0% DMSO, 100% 3 nM vasopressin; hit rate 0.25% among 320,000; Vasopressin V1a receptor (Homo sapiens), P37288;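 active means activation above the mean activation of all tested compounds plus 3 SD, per screening run, cut at about 20% in these data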;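 further: signal is peak over basal fluorescence ratio across a 100 second FLIPR read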
M1 PAM parental: nonselective calcium activators in parental CHO-K1 cells, primary screen, counter-screen for M1 PAM project, cell-based, Fluo-8 calcium fluorescence, full deck, 1536-well; ATP EC20; 0% at ATP EC20, 100% at ATP max; activation, % at 3 µM; hit rate 0.02% among 360,000; AID 602247, 2012;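 active means activation above the run cutoff, the mean activation of all test compounds plus 3 SD, cut at about 40% in these data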;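 further: peak over basal fluorescence ratio in a 140 s read after ATP addition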
TAAR1 antag: human TAAR1 antagonists, primary screen, Fluo-8 calcium fluorescence, CHO RD-HGA16 cells; hit rate 1.5% among 360,000; antagonist; inhibition, % at 3 µM; Trace amine-associated receptor 1 (Homo sapiens), Q96RJ0; AID 624466, 2012;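 active means inhibition above a per-plate cutoff, the mean inhibition of test compounds on that plate plus 3 SD, cut at about 49% in these data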;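 further: 0% = DMSO plus EC80 beta-PEA response and 100% = DMSO alone without agonist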
Target sequence (Q96RJ0 whole entry, looked up): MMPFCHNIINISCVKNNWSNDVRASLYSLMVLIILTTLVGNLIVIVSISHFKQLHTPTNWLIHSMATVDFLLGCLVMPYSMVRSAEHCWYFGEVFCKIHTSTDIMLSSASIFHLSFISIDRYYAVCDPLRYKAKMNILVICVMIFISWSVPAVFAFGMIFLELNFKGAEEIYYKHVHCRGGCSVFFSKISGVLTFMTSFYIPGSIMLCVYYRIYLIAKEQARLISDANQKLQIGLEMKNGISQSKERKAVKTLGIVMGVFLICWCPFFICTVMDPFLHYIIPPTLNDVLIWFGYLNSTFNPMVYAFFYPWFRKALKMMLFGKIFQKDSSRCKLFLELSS
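Assay system: RD-HGA16 CHO cells with stable hTAAR1 and Gα16 / Reagent: EC80 β-phenethylamine stimulus / Doses: 3 µM, single point / Timing: dye loading 75 min at 37 °C, then 30 min room temperature / Measured by: Fluo-8 intracellular calcium dye fluorescence, real-time kinetic reads / Controls: vehicle wells and EC80 agonist wells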
CHO-K1 Ca antag: counter-screen for M1 antagonists: effect in parental CHO-K1 cells; ATP-induced calcium, Fluo-8 fluorescence; inhibition, % at 3 µM; hit rate 0.6% among 360,000; AID 602250;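 active means inhibition above a per-plate cutoff, the plate's mean sample inhibition plus 3 SD, cut at about 24% in these data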;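 further: 0% = DMSO plus EC80 ATP and 100% = DMSO alone without ATP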
M1 ag: human M1 muscarinic receptor agonists, primary screen, Fluo-8 calcium fluorescence, CHO-K1 cells, HTS | hit rate 0.33% among 360,000 | AID 588814, 2011 | CHO-K1 hM1, agonist mode; 0% DMSO, 100% acetylcholine EC100 | activation, % at 3 µM;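 active means activation above the run's mean compound activation plus 3 SD, cut at about 16% in these data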;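 further: peak over basal fluorescence ratio within a 140 s kinetic read after compound addition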
TAAR1 agonist: human TAAR1 agonists, primary screen, Fluo-8 calcium fluorescence, CHO RD-HGA16 cells | vehicle wells 0%, saturating PEA agonist 100% | AID 624467, 2012 | hit rate 0.99% among 360,000 | Trace amine-associated receptor 1 (Homo sapiens), Q96RJ0 | activation, % at 3 µM;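 active means activation above the mean activation of all test compounds in the run plus 3 SD, cut at about 38% in these data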
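Signal – calcium-sensitive Fluo-8 signal, excitation 470-495, emission 515-575 nm · System – RD-HGA16 (CHO) cells co-expressing Gα16 and hTAAR1 · Incubation – 17-24 h seeding, 75 min 37 °C dye, 30 min RT · Compound dosing – 3 µM single concentration · Repeats – no replicates (n 1)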
Starred values were filed as active, the others as inactive; / = not tested or not shown.

SMILES	CHO parental Ca	OXTR potentiate	M1 ag parental	V1aR counter	M1 PAM parental	TAAR1 antag	CHO-K1 Ca antag	M1 ag	TAAR1 agonist
CCCn1c2ccc(F)cc2c2nnc(NN)nc21	-9	-3	1.4	-1.2	-12	15	0	-6	2
CCN=c1sc(C(=O)Nc2ccccc2)c(C)n1CC	-7	7	1.3	1.6	5	-24	-13	-7	2
Cc1onc(-c2ccccc2)c1C(=O)OCC(=O)Nc1cc(S(=O)(=O)N2CCOCC2)ccc1Cl	-27	-4	3.2	2.7	9	8	-16	-5	8
O=C(Nc1cc(C(F)(F)F)ccc1Cl)c1cccc(N2C(=O)CCC2=O)c1	-6	1	2.2	3.5	4	0	-5	0	2
CC(C)CC(=O)N1CCN(C(=O)CCC2CCCC2)CC1	-11	-7	0.3	0.2	17	-20	-13	-5	3
Cc1nc2ccccn2c1C(=O)N/N=C/c1ccccc1Cl	-16	1	2.7	-0.7	12	-12	-6	-2	1
CCOC(=O)N1CCC(n2c(=S)[nH]c3ccccc3c2=O)CC1	-21	-11	1.7	-1.6	20	0	-13	-4	14
COCCn1c(SCC(=O)Nc2ccccc2F)nnc1-c1ccoc1C	0	-5	2.1	0.1	27	8	-18	-2	4
C/C(=C\c1cc2ccccc2o1)C1Nc2cccc3cccc(c23)N1	-3	0	0.0	-0.4	16	-2	-8	-4	0
O=C(NC1CC1)C1Nc2ccc(OC(F)(F)F)cc2C2C=CCC12 (configuration not stated)	-29	-4	-0.3	1.2	6	5	-9	-5	2
COc1ccc(N2CCN(C(=O)CN(C)S(=O)(=O)c3cc(C)ccc3OC)CC2)cc1	-26	-8	0.7	1.0	9	10	-1	-8	2
CCC1(C)Cc2c(sc3nc4n(c(=O)c23)CCS4)CO1 (configuration not stated)	-25	-6	2.2	-0.4	13	-10	1	-3	10
O=C1CN(C(=O)c2ccccc2F)C(c2ccccc2)c2cc(F)ccc2N1 (configuration not stated)	-13	-3	6.2	1.5	-5	-8	-1	-7	4
CCOC(=O)c1ccc(-c2c(-c3cc(OC)c(OC)c(OC)c3)noc2C)cc1F	-23	-13	-1.0	5.3	-15	9	-3	-3	6
O=P(CCNCc1ccco1)(c1ccccc1)c1ccccc1	-8	-16	-0.2	1.4	3	-5	-2	-4	4
CC(C)NC(=O)NC(=O)COC(=O)c1ccccc1F	16	-8	1.5	-0.1	9	-17	2	-3	9
CCN(CC)S(=O)(=O)c1ccc(N2CCOCC2)c(NS(=O)(=O)c2ccc(C(C)C)cc2)c1	-3	-3	0.3	-0.1	18	7	-7	-8	0
CC(=O)Nc1ccccc1-c1nnc(SCc2ccccc2Cl)[nH]c1=O	-16	3	0.2	0.2	0	11	-4	-1	4
C=C(C)CC(NCCc1ccccc1)c1ccco1 (configuration not stated)	/	/	0.7	/	12	8	-2	-11	20
O=c1cc(/N=C/c2coc3c(ccc4ccccc43)c2=O)[nH]c(=S)[nH]1	-6	-7	0.2	8.2	14	9	1	-2	11
COCCCn1c(=O)c2sccc2n(Cc2ccccc2C)c1=O	-9	3	0.5	-0.7	17	-13	5	-2	3
CC(=O)c1ccc(NC(=O)c2cccc(N3C(=O)c4ccccc4C3=O)c2)cc1	-2	-1	0.1	0.1	-2	/	6	0	/
O=C(CCS(=O)(=O)c1cc2c(cc1Cl)NC(=O)CO2)NCc1ccccc1	-5	-5	-0.5	0.6	-16	-13	6	-4	1
CN(C)CCn1c(=O)n(-c2cccc(Cl)c2)c(=O)c2c3c(sc21)CCCCC3	-19	1	0.3	0.5	-5	-44	0	-6	7
Cc1cc(-c2nnc(SCC(=O)NC3CC3)n2C(C)C)cs1	-13	-3	-0.3	0.3	26	-35	3	-2	3

Record cards (already shown). Order of screens: CHO parental Ca	OXTR potentiate	M1 ag parental	V1aR counter	M1 PAM parental	TAAR1 antag	CHO-K1 Ca antag	M1 ag	TAAR1 agonist
O=C1CN(C(=O)c2ccccc2F)C(c2ccccc2)c2cc(F)ccc2N1 (configuration not stated) across the screens: -13	-3	6.2	1.5	-5	-8	-1	-7	4
CCOC(=O)c1ccc(-c2c(-c3cc(OC)c(OC)c(OC)c3)noc2C)cc1F across the screens: -23	-13	-1.0	5.3	-15	9	-3	-3	6

In another format: entries from further up
The line under a structure holds: CHO parental Ca	OXTR potentiate	M1 ag parental	V1aR counter	M1 PAM parental	TAAR1 antag	CHO-K1 Ca antag	M1 ag	TAAR1 agonist
CCCn1c2ccc(F)cc2c2nnc(NN)nc21
    -9	-3	1.4	-1.2	-12	15	0	-6	2
CCN=c1sc(C(=O)Nc2ccccc2)c(C)n1CC
    -7	7	1.3	1.6	5	-24	-13	-7	2
Cc1onc(-c2ccccc2)c1C(=O)OCC(=O)Nc1cc(S(=O)(=O)N2CCOCC2)ccc1Cl
    -27	-4	3.2	2.7	9	8	-16	-5	8
O=C(Nc1cc(C(F)(F)F)ccc1Cl)c1cccc(N2C(=O)CCC2=O)c1
    -6	1	2.2	3.5	4	0	-5	0	2
CC(C)CC(=O)N1CCN(C(=O)CCC2CCCC2)CC1
    -11	-7	0.3	0.2	17	-20	-13	-5	3
Cc1nc2ccccn2c1C(=O)N/N=C/c1ccccc1Cl
    -16	1	2.7	-0.7	12	-12	-6	-2	1
CCOC(=O)N1CCC(n2c(=S)[nH]c3ccccc3c2=O)CC1
    -21	-11	1.7	-1.6	20	0	-13	-4	14
COCCn1c(SCC(=O)Nc2ccccc2F)nnc1-c1ccoc1C
    0	-5	2.1	0.1	27	8	-18	-2	4
C/C(=C\c1cc2ccccc2o1)C1Nc2cccc3cccc(c23)N1
    -3	0	0.0	-0.4	16	-2	-8	-4	0
O=C(NC1CC1)C1Nc2ccc(OC(F)(F)F)cc2C2C=CCC12 (configuration not stated)
    -29	-4	-0.3	1.2	6	5	-9	-5	2

Additional entries follow.
SMILES	CHO parental Ca	OXTR potentiate	M1 ag parental	V1aR counter	M1 PAM parental	TAAR1 antag	CHO-K1 Ca antag	M1 ag	TAAR1 agonist
CCOC(=O)C[C@H]1c2cc(F)ccc2S(=O)(=O)N1C(C)(C)C	-16	-8	-0.4	-0.8	7	-14	-2	-6	2
CC(C)NC(=S)N/N=C/c1ccc(N2CCOCC2)cc1	-12	-6	1.2	1.4	8	4	-1	-5	0
COc1cc(C(=O)N2C(=O)CCC2=O)cc(OC)c1OC	-3	-10	0.5	0.8	6	-8	-1	-1	3
N=c1c2c(n(Cc3ccccc3)c3c1CCC3)CCC2	10	-14	-0.1	6.9	-2	20	12	-6	0
CCCCn1nnnc1SCC(=O)c1ccccc1F	-16	-4	0.6	-0.5	-5	11	4	-8	4
CCCOc1ccc(N2C(=O)CC(SCc3nc4ccccc4[nH]3)C2=O)cc1 (configuration not stated)	-30	-2	1.5	0.4	26	10	-17	-11	2
CCNC(=O)C1CCCN(C(=O)c2ccc(OC)c(OC)c2)CC1 (configuration not stated)	/	/	0.1	/	-1	-30	-5	-2	2
Cc1cccc(C(=O)NCC(=O)NNC(=O)c2ccccc2O)c1	-2	-11	0.7	3.0	3	-10	-10	-2	1
COc1ccccc1NC(=O)c1c([N+](=O)[O-])c(C(C)(C)C)nn1C	-20	1	1.6	-1.2	22	-22	-17	-2	3
Cc1ccc(SCC(=O)Nc2ccc(S(N)(=O)=O)cc2)cc1	-5	-11	2.0	2.6	-6	5	-11	-5	11
CC(=O)Nc1sc2c(c1C(N)=O)CCC2	-15	-5	0.3	0.9	5	3	-11	-4	3
COc1ccc(S(=O)(=O)N2CCC(CN3C(=O)c4cccc5cccc(c45)C3=O)CC2)cc1	-14	-3	1.0	1.2	20	-23	-15	-6	1
CC1CCCCN1Cc1c(O)ccc2c(=O)c(-c3ccccc3)coc12 (configuration not stated)	-27	-12	1.6	-0.2	18	-14	-10	-6	-1
O=S(=O)(Nc1ccc2c3c(cccc13)CC2)c1ccccc1	/	/	-0.1	/	2	-25	2	-4	6
Cc1ccc(C(=O)Nc2nnc(S(=O)(=O)N3CCN(c4ccc(F)cc4)CC3)s2)cc1	-1	0	1.7	0.2	8	-3	-12	-3	2
CCCCN(CCCC)CC1OCc2ccccc2CO1	-2	-4	-0.1	-0.4	10	10	-8	-12	10
Cc1ccc(-c2cnn(-c3cccc([N+](=O)[O-])c3)c2N)cc1	3	-1	0.5	-1.1	2	-5	4	-7	1
NC(=S)N/N=C/c1coc2cc(Br)ccc2c1=O	5	2	0.4	-0.7	-7	-34	-1	-2	0
Cc1ccc(-n2c(-c3ccco3)nc3nc4ccccc4nc32)cc1F	-16	-3	0.2	1.1	-7	7	7	-2	0
O=C(C1=C[C@@H](c2csc3ccccc23)C[C@@H](OCc2ccc(CO)cc2)O1)N1CCN(Cc2ccccc2)CC1	-23	-19	0.9	2.3	11	/	-10	-7	/
CCn1c(SCC(=O)N/N=C/C(C)=C\c2ccco2)nnc1-c1ccccc1	-11	-7	0.6	-1.2	23	6	-6	-11	0
CCc1cc2c(=O)c(-n3cnc4ccccc43)coc2cc1O	-14	-8	2.2	5.1	2	-8	6	-1	1
Clc1ccccc1-c1ccc(/C=N/n2cnnc2)o1	7	-4	0.3	0.7	12	-2	-2	-1	22
COc1ccc(OCC(O)CN2CC(C)OC(C)C2)cc1 (configuration not stated)	-12	1	0.7	0.1	11	-16	-4	-5	4
CCc1ccc2cccc3c2c1N=CN3C	-36	-15	1.5	0.1	8	-37	-21	-5	2
O=C(Oc1ccc2c(-c3ccccc3)cc(=O)oc2c1)C1CCCCC1	-14	-15	0.1	0.7	-4	-11	12	-2	6
C/C(=N/NS(=O)(=O)c1ccc(C)cc1)c1c[nH]c2ccccc12	/	/	1.4	/	15	-8	-15	-3	-1
O=C(CNC(=O)N1CC(=O)Nc2ccccc21)NCc1ccc(Cl)cc1	-7	4	-0.3	0.8	-10	-1	2	-2	2
Cc1ccccc1CN(C)C1CCN(C)CC1	-3	-4	0.4	0.8	-16	3	2	-5	2
